# JMJD2A Tudor inh: blocks the human JMJD2A Tudor domain | O75164 | AlphaScreen JMJD2A-Tudor / H3K4me3 peptide binding | Potency, µM (top dose mostly 114 µM), inactives show at the top dose activity change, negative = inhibition, actives largely listed as inhibitors | 4.4% of 390,000 active | AID 504339; note: potency is the fitted concentration of half-maximal effect; % is set by controls: 0 for no effect and ±100 for the full control effect; nearly all actives have a fitted effect of over 50% in size
# HP1b binding inh: HP1-beta chromodomain-methylated histone interaction inhibition; Potency, µM (top dose mostly 114 µM), for inactives: at the top dose activity change, negative = inhibition, hits mostly inhibitors; 0.56% of 390,000 active; AlphaScreen HP1-beta / biotin-H3K9me3 peptide binding; P83916; note: potency is the fitted concentration of half-maximal effect; nearly all actives have a fitted effect of over 70% in size; inactives centre near 23
#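 AlphaScreen: HP1-beta (50 nM) preformed 30 min with biotin-H3(1-18)K9me3 peptide (50 nM) in PBS pH 7.4, 0.01% Tween-20. Compound added for 30 min at RT, then streptavidin donor/nickel chelate acceptor beads (10 ug/mL) for 30 min.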
# G9a block: blocks human histone lysine methyltransferase G9a; G9a H3K9 monomethylation, AlphaScreen, 2 h; Potency, µM (highest dose often 102 µM), for inactives: top-dose activity, negative = inhibition, hits mostly inhibitors; 8.8% of 350,000 active; AID 504332; note: potency is the fitted concentration of half-maximal effect; % is set by controls: 0 for no effect and ±100 for the full control effect; nearly all actives have a fitted effect of over 75% in size
# Target sequence (Q96KQ7 913-1193 limits assumed): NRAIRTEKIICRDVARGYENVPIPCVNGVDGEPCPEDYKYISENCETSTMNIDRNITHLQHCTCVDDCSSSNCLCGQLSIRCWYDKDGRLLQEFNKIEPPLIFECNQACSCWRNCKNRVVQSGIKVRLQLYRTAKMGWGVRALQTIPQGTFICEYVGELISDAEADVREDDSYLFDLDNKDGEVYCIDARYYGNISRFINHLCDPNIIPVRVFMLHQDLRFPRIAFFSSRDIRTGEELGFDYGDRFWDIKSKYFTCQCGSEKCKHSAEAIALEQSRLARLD
#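 Signal arises when biotinylated H3K9 peptide, once monomethylated, bridges streptavidin donor and antibody-captured acceptor beads. Enzyme at 20 nM was preincubated 15 min with test compounds; peptide 500 nM and SAM 20 uM then reacted for 2 h.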
# BAZ2B inh: blocks human BAZ2B. Q9UIF8. AlphaScreen BAZ2B-H3K14Ac peptide displacement. Potency, µM (doses to about 114 µM), for inactives: top-dose activity change, negative = inhibition, usual class: inhibitors. 4.4% of 360,000 active; note: potency is the fitted concentration of half-maximal effect; % is set by controls: 0 for no effect and ±100 for the full control effect; nearly all actives have a fitted effect of over 60% in size
#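 BAZ2B (50 nM) with biotin-H3(5-23)K14Ac peptide (50 nM) in PBS pH 7.4, 0.01% Tween-20, preformed 30 min, then compound 30 min at room temperature; top concentration 110uM. AlphaScreen streptavidin donor/nickel chelate acceptor beads (10 ug/mL final), 20 min dark, signal read.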
# PI4K2A inh: blocks human PI4K2A kinase activity | Q9BTU6 | purified PI4K2A, ADP-Glo luminescence, 1 h; stronger effect = lower value | activity change, negative = inhibition, % at 76.9 µM | 0.13% of 420,000 active | AID 1346378; in the data active = activity change below about -50%; inconclusive = mostly about -30% to -49%;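 note: -100% = wells without enzyme as full effect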
#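 Compounds are screened against recombinant PI4K2A using PI as substrate and ATP, the latter dispensed at 300 microM. Reactions run one hour at ambient temperature before ADP-Glo detection; full inhibition defined by wells lacking enzyme.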
# Tb PGK inh: blocks T. brucei phosphoglycerate kinase; P07378; PGK/GAPDH coupled, Kinase-Glo luminescence, 60 min; Potency, µM (series often up to 57.5 µM), for inactives: at the highest dose activity change, negative = inhibition, usual class: inhibitors; 0.043% of 380,000 active; AID 602233; note: potency is the fitted concentration of half-maximal effect; % is set by controls: 0 for no effect and ±100 for the full control effect; nearly all actives have a fitted effect of over 60% in size
#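 Luminescent ATP detection (Kinase-Glo Plus) follows a 60-minute room-temperature incubation, with wells lacking PGK as controls. Buffer: 100 mM TEA (pH 7.6), 5 mM MgCl2, 0.01% Tween-20. Coupling enzyme GAPDH (100 nM final) supplies unstable 1,3-BPG in-well.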
# GLS inh: inhibitors of human glutaminase (GLS) | O94925 | GLS enzymatic activity, qHTS titration | Potency, µM (doses to about 45.5 µM), for inactives: top-dose activity change, negative = inhibition, most hits filed as inhibitors | 0.21% of 410,000 active | AID 624170; note: potency is the fitted concentration of half-maximal effect; % is set by controls: 0 for no effect and ±100 for the full control effect
#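 Enzyme dispensed in phosphate buffer (45 mM, pH 8.2, 0.02% Tween-20), compounds pinned in, then 1 mM L-glutamine solution and the glutamate oxidase–HRP–Amplex Red mix added; fluorescence read immediately and again after 30 min at room temperature.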
# Pin1 inh: inhibitors of human Pin1; Potency, µM (doses to about 115 µM), for inactives: at the highest dose activity, negative = inhibition, actives largely listed as inhibitors; Pin1 FP peptide displacement, HiFluor488, 10 min; Q13526; 0.009% of 390,000 active; active = well fitted inhibition curve with a large enough effect in the polarisation, with a control signal flat, not every such curve was filed as active; inconclusive = small, poorly fitted or top-dose-only effect, or effect the other way, or a change in a side signal; inactive = no such curve, though single readings can be large or run the other way; the % refers to the polarisation; note: potency is the fitted concentration of half-maximal effect; % is set by controls: 0 for no effect and ±100 for the full control effect
# Target sequence (Q13526 whole entry, looked up): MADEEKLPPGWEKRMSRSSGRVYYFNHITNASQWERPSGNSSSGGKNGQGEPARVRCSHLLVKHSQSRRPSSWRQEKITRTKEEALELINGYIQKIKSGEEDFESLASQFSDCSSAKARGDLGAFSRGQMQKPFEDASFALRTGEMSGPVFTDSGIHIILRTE
# ERG Ets-DNA blk: inhibitors of human ERG Ets domain-DNA interaction; AID 624246; Potency, µM (highest dose often 76.9 µM), without a hit: at the highest dose FP activity, negative = inhibition, usual class: inhibitors; fluorescence polarization, His-ERG Ets domain / labelled DNA; 0.028% of 370,000 active; active = well fitted inhibition curve with a large enough effect in the polarisation, with a control signal flat; inconclusive = small, poorly fitted or top-dose-only effect, or effect the other way, or a change in a side signal; inactive = no such curve, though single readings can be large or run the other way; the % refers to the polarisation;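 note: polarization taken with two DNA probes labelled with fluorescein and Texas red; potency is the fitted concentration of half-maximal effect; % of control where 0% means no effect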
# Target sequence (P11308 whole entry, looked up, the tested form may be a part): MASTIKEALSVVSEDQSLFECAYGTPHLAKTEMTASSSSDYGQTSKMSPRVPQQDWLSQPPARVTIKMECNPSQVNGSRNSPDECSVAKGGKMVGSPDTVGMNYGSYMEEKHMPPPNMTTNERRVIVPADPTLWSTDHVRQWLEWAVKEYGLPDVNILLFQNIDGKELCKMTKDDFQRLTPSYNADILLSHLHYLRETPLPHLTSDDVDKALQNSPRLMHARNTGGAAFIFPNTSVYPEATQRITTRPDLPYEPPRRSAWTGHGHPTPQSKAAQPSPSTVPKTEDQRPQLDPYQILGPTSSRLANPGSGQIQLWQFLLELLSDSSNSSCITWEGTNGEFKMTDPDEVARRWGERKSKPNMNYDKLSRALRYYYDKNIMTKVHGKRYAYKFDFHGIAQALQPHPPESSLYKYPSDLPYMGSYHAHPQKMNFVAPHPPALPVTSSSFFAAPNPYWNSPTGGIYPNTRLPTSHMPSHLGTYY
#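 His-tagged ERG Ets domain (1 uM in the protein solution; 300mM KCl, 50mM Tris-HCl, 1mM EDTA, 1mM DTT, pH 7.5) received compound, then a probe mix of 5 nM fluorescein-DNA and 100nM Texas-615-DNA. Fluorescence polarization was read for both dyes.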
# The depositor's hits bear a star; i = inactive; ? = inconclusive; / = not tested or not shown; & = joins results of further samples; [ ] = remark or other dose. Unless noted, calls come from the whole dose curve; as a rule, active = well fitted curve in the direction sought with a large enough effect; inconclusive = small, poorly fitted or top-dose-only effect, or another doubt; inactive = no such curve, though single readings can be large; an effect the other way counts as inactive or inconclusive.
SMILES,JMJD2A Tudor inh,HP1b binding inh,G9a block,BAZ2B inh,PI4K2A inh,Tb PGK inh,GLS inh,Pin1 inh,ERG Ets-DNA blk
OC(COc1cccc2ccccc12)CN1CCN(c2ccc(Cl)cc2)CC1 (stereo unspecified),?,14%,45µM*,?,3,/,2%,-1%,-1%
COc1ccc(OCCCC(=O)Nc2cc(S(=O)(=O)N3CCCCC3)ccc2C)cc1,-16%,1%,7%[2.33 µM],-19%,-7,-6%,3%,6%,2%
Cc1ccc(CCNC(=O)CN(C)S(=O)(=O)c2ccc3c(c2)c(=O)n(C)c(=O)n3C)cc1,-15%,36%,3%,-3%,1,-9%,6%,13%,-9%
O=C(N/N=C/c1coc2ccccc2c1=O)c1cc(O)cc(O)c1,-9%,52%[activator],2%,-15%,-5,-1%,11%,0%,-5%
C=CCc1cccc(/C=N/NC(=O)C(=O)Nc2ccc(C)cc2)c1O,-22%[11.4 µM],6%,?,-7%,1,4%,0%,-4%,6%
CN(Cc1nccn1C)C(=O)CCc1nnc(CCC2CCCCC2)o1,8%,20%,14%,-15%,-19,-10%,0%,1%,1%
COc1ccc2oc(=O)c(C(=O)N3CCN(c4ccc(C)cc4)CC3)cc2c1,-12%,19%,8%[59 µM],-17%,-7,4%,1%,-3%,-1%
Cc1ccc(F)cc1NCC(=O)Nc1ccc(Br)cc1,-24%,29%,?,-2%,-5,i,-3%,2%,4%
Cc1ccc(-c2ccccc2)n1-c1cccc(C(=O)O)c1,?,-6%,50µM*,-35%,10,-11%,15%,0%,-7%
CCOc1ccc(C(C)=O)cc1COc1ccc(-c2nnco2)cc1,-11%,22%,/,50µM*,1,2%,13%,1%,13%
Cc1ccc(N2CC(c3nc4ccccc4n3CCC3CCCCC3)CC2=O)cc1 (stereo unspecified),-8%,29%,-30%[59 µM],-12%,-7,9%,-3%,-11%,1%
O=C(Cc1ncc(C(F)(F)F)cc1Cl)N1CCN(c2cccc(Cl)c2)CC1,12%,38%[activator],-28%[12.7 µM],-3%,1,1%,/,-6%,-11%
N#Cc1ccc(Oc2ccc(S(=O)(=O)N3CCOCC3)cn2)cc1,-6%,26%,0%,7%,1,-9%,-11%,-4%,-4%
O=C(CNC(=O)c1ccco1)OCc1ccccc1Cl,1%,12%,/,/,-6,-1%,2%,-1%,0%
Cc1cc(C)n(-c2n[nH]c(=O)c3ccccc23)n1,1%,56%[activator],-2%,0%,-1,-1%,-5%,-5%,-9%
CCOC(=O)CCN(c1ccccc1)S(=O)(=O)c1ccc(-c2ccc(=O)[nH]n2)s1,?,8%,-13%,-9%[57.1 µM],0,-10%,0%,-7%,-10%
Cc1ccc(NC2=C(c3ccc(C(F)(F)F)cc3)C(=O)c3ccccc32)cc1C,56µM*,0%,2.8µM*,56µM*,0,-17%,-17%,12%,-21%
C=CC[C@]12CCc3ccccc3C1N(c1ccc(C(=O)OCC)cc1)C2=O (stereo partly specified),4%,45%[activator],3%[0.501 µM],13%,-2,4%,-1%,-1%,-6%
CC(Sc1ccccc1)C(=O)Nc1ccc(S(=O)(=O)N2CCOCC2)cc1 (stereo unspecified),-10%,13%,-1%[59 µM],-1%,-10,-3%,10%,-4%,-1%
CC(NC(=O)CN1CCN(CC(=O)Nc2ccccc2Cl)CC1)c1ccc(Br)cc1 (stereo unspecified),-18%,23%,-5%[2.33 µM],0%,-5,0%,-2%,-5%,/

# Next part (three carried over from the part before).
SMILES,JMJD2A Tudor inh,HP1b binding inh,G9a block,BAZ2B inh,PI4K2A inh,Tb PGK inh,GLS inh,Pin1 inh,ERG Ets-DNA blk
C=CC[C@]12CCc3ccccc3C1N(c1ccc(C(=O)OCC)cc1)C2=O (stereo partly specified),4%,45%[activator],3%[0.501 µM],13%,-2,4%,-1%,-1%,-6%
CC(Sc1ccccc1)C(=O)Nc1ccc(S(=O)(=O)N2CCOCC2)cc1 (stereo unspecified),-10%,13%,-1%[59 µM],-1%,-10,-3%,10%,-4%,-1%
CC(NC(=O)CN1CCN(CC(=O)Nc2ccccc2Cl)CC1)c1ccc(Br)cc1 (stereo unspecified),-18%,23%,-5%[2.33 µM],0%,-5,0%,-2%,-5%,/
COc1ccccc1CNC(=O)c1nn(C)c2c1CS(=O)(=O)c1ccccc1-2,-9%,49%[activator],-1%[59 µM],-15%,1,-3%,-27%,1%,-7%
CCOC(=O)C1(CC2CCCCO2)CCN(Cc2nccn2-c2ccc(OC)cc2)CC1 (stereo unspecified),-19%,17%,2%,-13%,0,1%,1%,3%,1%
Cc1cc(NC(=O)CSc2nncc(=O)n2N)no1,-4%,52%[activator],42%,-9%,1,-5%,-3%,-1%,6%
CCN(CC(=O)NCc1cccs1)C(=O)c1cccc(S(=O)(=O)Nc2ccc(C)cc2)c1,-11%,25%,-4%,8%,3,-4%,1%,0%,5%
CCCCCCCCNC(=O)/C(C#N)=C/c1ccccc1[N+](=O)[O-],?,-25%,40µM*,-2%,14,-1%,2%,?,-1%
O=C(CS(=O)(=O)c1cccc(Cl)c1)Nc1ccccc1Cl,-16%,25%,6%,6%,2,2%,-6%,-7%,-3%
N#CC1=C(N)OC2=C(C(=O)CCC2)C1c1ccc2c(c1)OCO2 (stereo unspecified),-1%,23%,-4%,-9%,1,-3%,1%,-10%,0%
CS(=O)(=O)N1CCN=C1SCc1ccc(Br)cc1,21%,45%[activator],59%[activator],1%,0,-9%,-4%,-2%,5%
CCN1/C(=C/C(C)=O)Sc2ccc(OC)cc21,-13%[57.1 µM],-10%[57 µM],?,?,3&-3,4%,-4%,?,-1%
CCS(=O)(=O)N1Cc2ccccc2CC1C(=O)N(C)Cc1ccc(OC)c(F)c1 (stereo unspecified),10%,15%,10%,-14%,1,-7%,-8%,-1%,-3%
CCc1ccc2oc(-c3ccc(NC(=O)c4cc(OC)c(OC)c(OC)c4)cc3)nc2c1,-19%,36%,15%[59 µM],-1%,-20,2%,-2%,5%,-9%
CCCOc1ccc(C2NC(=S)NC(C)=C2C(=O)c2ccccc2)cc1OC (stereo unspecified),?,-15%,?,?,-2,-6%,?,22%,19%
O=[N+]([O-])c1ccc(-c2cnc3ccccc3n2)cc1,-20%,28%,?,-28%,0,i,-11%,0%,-1%
COc1ccc(OC)c(-c2csc(NC(=O)CSc3ccc([N+](=O)[O-])cc3)n2)c1,?,?,?,?,3,4%,-1%,3%,5%
COc1ccc(S(=O)(=O)N2CCOC23CCN(S(=O)(=O)c2ccc(F)cc2C)CC3)cc1,-6%,18%,?,9%,6,-2%,11%,16%,7%
COc1cnc(-c2ccccn2)nc1NC(C)C,22µM*,16%,56µM*,3.2µM*,-16,i,4%,0%,11%
COc1ccc(OC)c(NC(=O)c2ccccc2NC(=O)c2ccco2)c1,-20%,-3%,-34%,-28%,3,i,1%,2%,4%
CCOc1ccc(OCC)c(-n2cnnn2)c1,-8%,47%[activator],-1%[59 µM],8%,-5,i,-1%,4%,0%
O=C(COc1ccc2ccc(=O)oc2c1)NC(Cc1ccc(Cl)cc1)C(=O)O (stereo unspecified),-14%,6%,23%[12.7 µM],-4%,-7,i,10%,-15%,2%
COc1cccc(-c2nnc(NC(=O)c3cccc(F)c3)o2)c1,-30%,42%[activator],30%[12.7 µM],3%,-13,-1%,3%,-10%,-11%

# Six compounds drawn at random from those above:
SMILES,JMJD2A Tudor inh,HP1b binding inh,G9a block,BAZ2B inh,PI4K2A inh,Tb PGK inh,GLS inh,Pin1 inh,ERG Ets-DNA blk
COc1ccc(S(=O)(=O)N2CCOC23CCN(S(=O)(=O)c2ccc(F)cc2C)CC3)cc1,-6%,18%,?,9%,6,-2%,11%,16%,7%
COc1ccc(OC)c(NC(=O)c2ccccc2NC(=O)c2ccco2)c1,-20%,-3%,-34%,-28%,3,i,1%,2%,4%
O=C(COc1ccc2ccc(=O)oc2c1)NC(Cc1ccc(Cl)cc1)C(=O)O (stereo unspecified),-14%,6%,23%[12.7 µM],-4%,-7,i,10%,-15%,2%
CS(=O)(=O)N1CCN=C1SCc1ccc(Br)cc1,21%,45%[activator],59%[activator],1%,0,-9%,-4%,-2%,5%
CCN1/C(=C/C(C)=O)Sc2ccc(OC)cc21,-13%[57.1 µM],-10%[57 µM],?,?,3&-3,4%,-4%,?,-1%
CCCCCCCCNC(=O)/C(C#N)=C/c1ccccc1[N+](=O)[O-],?,-25%,40µM*,-2%,14,-1%,2%,?,-1%

# Additional structures
SMILES,JMJD2A Tudor inh,HP1b binding inh,G9a block,BAZ2B inh,PI4K2A inh,Tb PGK inh,GLS inh,Pin1 inh,ERG Ets-DNA blk
Cc1ccccc1-n1cc(CNCc2c(C(=O)N(C)C)nc3ccc(Cl)cn23)cn1,4%,32%[activator],-26%,-4%,0,-4%,1%,0%,15%
CC(C)CCNC(=O)c1cccnc1Sc1ccccc1,6%,17%,8%[59 µM],-2%,-6,-1%,-1%,0%,-1%
O=C(Nc1ccc(Cl)cc1Cl)Nn1cnnc1,-11%,28%,/,-3%,-5,-7%,7%,-4%,1%
CCOC(=O)c1ccc(S(=O)(=O)N2CCN(C(=O)CSc3nc4ccccc4o3)CC2)cc1,?,33%,?,8%,-24,i,0%,23%,6%
CCOC(=O)C1CCN(C(=O)Cc2ccccc2OC)CC1,-5%,17%,-13%,-13%,1,4%,-14%,-2%,-14%
